Bioassay records as filed in PubChem.
hDAT+cocaine – changed hDAT dopamine uptake under cocaine IC80, either direction, primary screen, cocaine antagonist project, cell-based, LLC-PK1 hDAT, [14C]-dopamine uptake, MLSMR | Sodium-dependent dopamine transporter (Homo sapiens), Q01959 | LLC-PK1 hDAT cells, [14C]-dopamine uptake with cocaine IC80; actives deviate in either direction | B-score at 10 µM | 1.3% of 110,000 active | AID 449768, 2010;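 active means Z score or B-score, a plate-position-corrected score, falls beyond the plate's 99.7% confidence bounds, in either direction; inactive means both scores lie inside the 99.7% bounds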;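 further: scored against the spread of the other compound wells on the same plate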
Plk1 PBD FP – Plk1 polo box domain binding inhibitors, primary screen, biochemical, fluorescence polarization; Serine/threonine-protein kinase PLK1 (Homo sapiens), P53350; Plk1 PBD phosphopeptide binding; inhibition, %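 (tested at about 20 µM)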; 0.13% of 97,000 active; AID 693, 2007; in the data active means inhibition above about 34%, passing the limit was not always enough
VCAM1 TNFa inh – inhibitors of TNFa-induced VCAM1 expression, primary screen, imaging, HUVEC, TNFa stimulus, immunofluorescence; HUVEC TNFa-induced VCAM-1 immunofluorescence, high-content imaging; inhibition, % at 2 µM; 0.48% of 95,000 active; AID 802, 2007;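 active means inhibition above the batch mean plus 3 SD, with images confirmed as a hit by eye, cut at about 37% in these data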;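 further: 0% = TNF-stimulated DMSO wells and 100% = unstimulated control wells; not every result past the cut was called active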
Ecoli WT expand – growth inhibitors of wild-type E. coli, primary screen, strain BW25113, expanded library, OD600 | 0.15% of 98,000 active | growth inhibition, % at 100 µM | AID 710, 2007 | OD600 absorbance;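 active means growth inhibition above about 50% at one test dose, limit read from the data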;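 further: growth measured after 20 h incubation at 37 °C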
IL1B cytotox – cytotoxicity in IL-1B stimulated HUVEC, primary screen, cytotoxicity control for IL-1B NFkB translocation project, imaging, Hoechst nuclear count, IL-1B stimulus. HUVEC cell count loss. cell count reduction, % at 2 µM. 0.41% of 94,000 active;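 active means cell count reduction more than 3 SD above the screen-wide mean, cut at about 70% in these data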;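 further: normalized per plate to untreated control cells as the no-loss baseline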
sEH inhibitor – soluble epoxide hydrolase inhibitors, primary screen, biochemical, human sEH; inhibition, % at 2 µM; Bifunctional epoxide hydrolase 2 (Homo sapiens), P34913; 0.34% of 91,000 active; recombinant human sEH enzymatic activity assay; in the data active means inhibition above about 80%; further: values of inactives mirror those of a sister screen read the other way; many of its hits are not listed in these tables
Target sequence (P34913 whole entry, looked up): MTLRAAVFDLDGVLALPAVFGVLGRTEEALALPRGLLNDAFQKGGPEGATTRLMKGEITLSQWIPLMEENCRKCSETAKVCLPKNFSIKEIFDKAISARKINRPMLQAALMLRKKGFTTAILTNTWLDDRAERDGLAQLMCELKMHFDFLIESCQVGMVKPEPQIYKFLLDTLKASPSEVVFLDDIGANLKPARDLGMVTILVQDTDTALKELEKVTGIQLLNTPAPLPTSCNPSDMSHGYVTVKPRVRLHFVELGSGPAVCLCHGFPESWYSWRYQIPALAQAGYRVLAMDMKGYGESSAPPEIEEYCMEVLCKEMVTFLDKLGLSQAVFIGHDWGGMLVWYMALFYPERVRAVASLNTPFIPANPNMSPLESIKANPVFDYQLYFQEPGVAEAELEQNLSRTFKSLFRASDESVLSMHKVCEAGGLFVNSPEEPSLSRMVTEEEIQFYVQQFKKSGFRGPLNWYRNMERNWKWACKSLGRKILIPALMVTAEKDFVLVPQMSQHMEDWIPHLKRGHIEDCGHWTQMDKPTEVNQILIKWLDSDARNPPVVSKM
F-actin modifier – modifiers of F-actin cytoskeleton organization, primary screen, imaging, HUVEC, phalloidin staining, high-content imaging; inhibition, % at 2 µM; AID 836, 2007; 0.18% of 91,000 active; HUVEC TNFa F-actin phalloidin imaging;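 active means inhibition above the batch mean plus 3 SD and confirmed as a hit by visual image inspection, cut at about 30% in these data, passing the limit was not always enough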; further: strong numbers were not always called active
TNFa cytotox – cytotoxicity in TNFa-stimulated HUVEC, primary screen, cytotoxicity control for VCAM1 expression modulator project, imaging, Hoechst nuclei count; HUVEC TNFalpha-stimulated, Hoechst cell count; cell count reduction, % at 2 µM; 0.17% of 93,000 active; AID 848, 2007;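 active means cell count reduction exceeding the screen mean by over 5 SD, scaled to untreated wells per plate, cut at about 78% in these data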;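 further: cells counted after 24 h of TNF alpha exposure following the 1 h pretreatment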
PLK1 kinase inh – human PLK1 kinase inhibitors, primary screen, biochemical, TR-FRET. Serine/threonine-protein kinase PLK1 (Homo sapiens), P53350. recombinant PLK1 kinase, TR-FRET peptide phosphorylation. inhibition, % at 10 µM. 0.53% of 97,000 active. AID 619, 2007;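 active means inhibition of 50% or more in the single-concentration screen; inactive means inhibition below 50%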;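 further: 0% = DMSO max control and 100% = H-89 dihydrochloride min control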
Active calls of the source: *; / = no result given.

Start of the data: the first 6 records (preview)
SMILES	hDAT+cocaine	Plk1 PBD FP	VCAM1 TNFa inh	Ecoli WT expand	IL1B cytotox	sEH inhibitor	F-actin modifier	TNFa cytotox	PLK1 kinase inh
CCOC(=O)C1CCCN(C(=O)c2cc3c(-c4cccc(OC)c4)nn(C)c3s2)C1 (stereo unspecified)	-0.24	-7	13	-4	-9	-4	12	-25	-6
CCCCNC(=O)c1onc(CSc2cccc(F)c2)c1C(=O)O	0.47	16	10	-7	-12	5	20	-55	-12
Cc1noc(C)c1CSCC(=O)N1CCN(c2ccc(F)cc2)CC1	1.5	11	-4	2	-20	7	5	-15	-13
CCOc1ccc(C2C(=O)N(C3CCCCC3)CC(=O)N2CC2CCCO2)cc1OC (stereo unspecified)	/	18	0	3	-1	9	3	-13	-10
COC(=O)C(C)Sc1nc2c(c(=O)[nH]c(=O)n2C)n1CCC(C)C (stereo unspecified)	0.74	10	-9	2	-26	-2	-4	0	-15
O=C1N=C(N2CCCCC2)SC1=C1CCCC1	-1.4	17	-9	-1	-19	8	1	-6	-5

All compounds of this part, repeating the preview:
SMILES	hDAT+cocaine	Plk1 PBD FP	VCAM1 TNFa inh	Ecoli WT expand	IL1B cytotox	sEH inhibitor	F-actin modifier	TNFa cytotox	PLK1 kinase inh
CCOC(=O)C1CCCN(C(=O)c2cc3c(-c4cccc(OC)c4)nn(C)c3s2)C1 (stereo unspecified)	-0.24	-7	13	-4	-9	-4	12	-25	-6
CCCCNC(=O)c1onc(CSc2cccc(F)c2)c1C(=O)O	0.47	16	10	-7	-12	5	20	-55	-12
Cc1noc(C)c1CSCC(=O)N1CCN(c2ccc(F)cc2)CC1	1.5	11	-4	2	-20	7	5	-15	-13
CCOc1ccc(C2C(=O)N(C3CCCCC3)CC(=O)N2CC2CCCO2)cc1OC (stereo unspecified)	/	18	0	3	-1	9	3	-13	-10
COC(=O)C(C)Sc1nc2c(c(=O)[nH]c(=O)n2C)n1CCC(C)C (stereo unspecified)	0.74	10	-9	2	-26	-2	-4	0	-15
O=C1N=C(N2CCCCC2)SC1=C1CCCC1	-1.4	17	-9	-1	-19	8	1	-6	-5
CCCc1c(O)c2ccccc2n(-c2ccccc2)c1=O	-0.0058	4	5	-1	-22	10	44	-26	-13
Cn1nc(CC(=O)NC2CCCCC2)c2ccccc2c1=O	-0.93	-17	1	/	/	11	2	-13	-15
CCOC(=O)C1C(=O)CC(C)(O)C(C(=O)OCC)C1c1cc(Br)ccc1OC (stereo unspecified)	-0.14	-24	-7	3	0	4	12	-17	-7
Cc1ccc(Cn2c(=N)n(CC(O)COc3ccccc3)c3ccccc32)cc1 (stereo unspecified)	-0.49	3	-15	24	/	-7	-20	-4	-7
CCCNC(=O)CS(=O)(=O)Cc1nc(-c2cccc(OC)c2)oc1C	2.2	-2	6	-1	-20	7	6	-19	-18
Cc1cc(NC(=O)CN2CC(C)OC(C)C2)n(-c2nc3ccccc3s2)n1 (stereo unspecified)	0.046	-4	-1	-14	-57	-17	23	-2	-12
CCc1ccc2nc3c(c(C(=O)O)c2c1)CCC3	0.013	18	8	-5	-20	-12	16	-15	3
CN1C(=O)NC(c2ccc(O)cc2)C(C(=O)c2cccs2)C1(O)C(F)(F)F (stereo unspecified)	0.4	8	5	80*	-34	0	1	-20	-5
COc1c(OC(C)=O)ccc(/C=C/c2ccc3ccccc3n2)c1[N+](=O)[O-]	0.64	3	-6	-16	-8	13	3	-11	5
Cc1nc(SCC(=O)NCc2ccco2)[nH]c(=O)c1C	0.53	-18	6	5	10	-7	-17	-8	-3
CCS(=O)(=O)N1CCCC(C(=O)NC2CCCCC2C)C1 (stereo unspecified)	-0.048	14	-18	-4	5	15	-6	-5	1
CC(=O)c1cccc(NC(=O)NCCS(C)=O)c1 (stereo unspecified)	-0.92	-17	-14	9	6	-11	17	-5	-10
COc1ccc(-c2nn(CC(=O)N3CCCCC3)c(=O)c3ccccc23)cc1	/	-17	-7	-1	-16	10	-16	11	-5
COc1ccc(-c2nnn(CC(=O)N(Cc3cccs3)C(C)C(=O)NC3CCCC3)n2)cc1OC (stereo unspecified)	-0.45	-11	50	-10	12	-26	-25	44	-13
CCOc1ccc(C2C(C#N)=C(N)Oc3cc(C)n(CCN(C)C)c(=O)c32)cc1OCC (stereo unspecified)	-0.2	12	6	-9	-8	7	-2	10	-1
CC(=O)Nc1ccccc1-c1nc2ccc(C(=O)N3CCN(c4cc(C)ccc4C)CC3)cc2[nH]c1=O	0.5	-8	-17	-8	-2	-33	-6	3	-7
O=C(c1cnc2n(c1=O)CCS2)N(C1CCCCC1)C1CCCCC1	0.27	-7	1	0	-33	-5	6	-9	-9
COc1ccccc1C1=Nn2c(nnc2C2CCCCC2)SC1	0.75	-3	19	6	-5	2	-8	-27	-7
CCCn1c(C)cc(/C=C(\C#N)C(=O)OCC(=O)NC(=O)NCC)c1C	0.32	-7	-2	-4	2	-17	5	6	-10

Copied from the entries so far, 2 compounds:
SMILES	hDAT+cocaine	Plk1 PBD FP	VCAM1 TNFa inh	Ecoli WT expand	IL1B cytotox	sEH inhibitor	F-actin modifier	TNFa cytotox	PLK1 kinase inh
COc1ccccc1C1=Nn2c(nnc2C2CCCCC2)SC1	0.75	-3	19	6	-5	2	-8	-27	-7
CCCn1c(C)cc(/C=C(\C#N)C(=O)OCC(=O)NC(=O)NCC)c1C	0.32	-7	-2	-4	2	-17	5	6	-10

(next part)
SMILES	hDAT+cocaine	Plk1 PBD FP	VCAM1 TNFa inh	Ecoli WT expand	IL1B cytotox	sEH inhibitor	F-actin modifier	TNFa cytotox	PLK1 kinase inh
Cc1cc(C)c2c(CN3CCN(CCO)CC3)cc(=O)oc2c1	0.42	-15	10	3	-16	-11	10	-13	1
O=C(c1cc2ccccc2cc1OCC(O)CN1CCCCC1)N1CCCCC1 (stereo unspecified)	1.4	8	/	4	/	/	/	/	66*
Cc1cc(N2C(=O)C(O)=C(C(=O)c3cccs3)C2c2cccc(O)c2)no1 (stereo unspecified)	-0.55	-20	5	3	7	10	1	-1	-7
Cc1ccc(NC(=O)C2COc3ccccc3O2)nc1 (stereo unspecified)	-0.69	-7	-14	13	2	17	5	-10	-5
Cc1cc(C)c(S(=O)(=O)N(CC(=O)N2CCOCC2)C2CCCCC2)c(C)c1	0.31	-6	21	5	75*	0	11	-9	-4
Cc1noc(C)c1C(=O)NC(C)C1CCCO1 (stereo unspecified)	0.23	-17	9	2	13	-5	-12	-11	-9
Cc1c(C(=O)NCCc2ccc3c(c2)OCCO3)oc2ccccc12	0.59	2	-13	-9	-14	0	4	-10	-10
CCOc1cc(N2CCOCC2)c(OCC)cc1NC1=NCCCCC1	0.98	15	2	-7	2	/	10	-18	-5
CC(C)CNC(=O)c1cccc(NC(=O)C2CCCO2)c1 (stereo unspecified)	0.031	-4	8	-3	-22	-2	-2	-31	-5
CC1CC2(CC(C)(C(=O)CSc3n[nH]c(-c4ccccc4Cl)n3)OC2=O)C(=O)O1 (stereo unspecified)	-0.2	3	12	-5	-24	-12	15	-28	-8
O=C1Nc2cc(Cl)c(Cl)cc2N(O)N1c1cccc(Cl)c1	1.3	-14	-8	-2	2	-17	-1	1	-8
Cc1ccc(SC(c2ccc(C)cc2)C(Cn2cncn2)C(=O)c2ccccc2)cc1 (stereo unspecified)	-0.57	-10	8	-4	-6	9	3	-8	-6
CCCCCc1c(C)nc(Nc2ccc(F)cc2)[nH]c1=O	0.38	-20	/	-2	/	38	/	/	-10
CCN(CC)C(=O)CSc1nnc(-c2cnccn2)n1-c1ccc(C)cc1	-0.45	0	-8	0	-33	5	-15	1	0
Cc1ccc2[nH]c(=O)c(C(c3nnnn3C(C)(C)C)N(Cc3ccco3)CC3CCCO3)cc2c1 (stereo unspecified)	-0.79	-21	-11	6	-19	-4	2	-29	-9
[O-][n+]1onc2c1CCc1c-2nc(-c2ccccc2)n1OCc1ccccc1	-0.36	11	-5	1	-16	3	17	0	-15
COc1cccc(C(c2nnnn2Cc2ccccc2)N2CCN(C(=O)c3ccco3)CC2)c1OC (stereo unspecified)	0.04	15	10	2	-4	-4	15	9	-11
C/C=C/c1ccc(Oc2nnnn2-c2ccc(C(=O)O)cc2)c(OC)c1	-0.74	6	0	-10	1	5	-9	-23	-11
O=S(=O)(c1ccc(F)cc1)N1CCn2c(nc3ccccc32)C1	-0.43	-4	3	2	10	-9	14	-18	-5
COc1ccc(CCNC(=O)C2CCN(c3ccc(N4CCOCC4)nn3)CC2)c(OC)c1	0.55	-5	8	1	-8	50	2	-6	6
Cc1cccn2c(=O)c3cc(C#N)c(=NC(=O)c4cccnc4)n(CC4CCCO4)c3nc12 (stereo unspecified)	0.081	-25	21	/	-7	4	13	3	-18
